Compound activity: PubChem BioAssay, several laboratories
SUMO Mot1 rescue: blocks SUMOylation pathway, rescuing yeast Mot1-301 growth; growth rescue, % at 18.8 µM; 1% of 320,000 active; S. cerevisiae Mot1-301 growth rescue, ATP luminescence, 38.5C; percent above DMSO median, 100 means doubled; AID 2716;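 active = every valid replicate shows activation above 250% relative to neutral control wells; inactive = the rest, any valid replicate at or below 250%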;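 note: OY570 slx delta 5 strain wells were the positive control but not used for scaling; some compounds called inactive have numbers as strong as hits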
PKA-R1A act: PKA-R1A complex activation. P00514+P68181. PKA-R1A dissociation, Cy5-IP20 fluorescence polarization; scaled: DMSO 0%, 113 µM cGMP 100%. activation, % at 11.4 µM. 0.083% of 340,000 active;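 active = percent activation above the mean of all tested compounds plus 3 SD, cut at about 19% in these data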;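 note: higher means more PKAc released from R1A so a rise in polarization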
E coli growth: counter-screen for AddAB inhibitors: E. coli growth inhibition | E. coli V3065 growth, OD600 absorbance, 18 h | 0.27% of 330,000 active | AID 449728 | inhibition, % at 11.9 µM;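 active = inhibition above the campaign's mean inhibition across all tested compounds plus 3 SD, cut at about 9.9% in these data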;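 note: uninfected addAB+ strain grown without phage in ampicillin broth; 0% = DMSO wells and 100% = ciprofloxacin 0.95 µg/ml wells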
Arr AP2 block: blocks beta-arrestin peptide binding to AP2 adaptin; FITC-arrestin peptide / GST-AP2 beads, flow cytometry; AP2 beta2 appendage carries R879A mutation; inhibition, % at 10 µM; 0.31% of 340,000 active;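 active = inhibition above a set limit, near 3 SD of compounds lacking own fluorescence, cut at about 54% in these data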;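 note: plate controls were DMSO wells for no effect and 5 µM unlabelled arrestin peptide for full effect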
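Measured by: flow cytometry, FL1 (488/535 nm); Material: AP2 appendage R879A on GSH beads; Evaluation: percent response; Timing: pre-incubation 12 min, peptide binding 1 h, room temperature; Also added: 50 nM FITC-arrestin peptide; Medium: PBS with 0.05% Tween 20 and 0.1% BSA.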
PfHsp90 set2: reduces growth (ATP signal) of yeast expressing P. falciparum Hsp90; S. cerevisiae expressing PfHsp90, BacTiter-Glo ATP, 48 h; yeast lacking PDR1 and PDR3 efflux regulators; 0.32% of 310,000 active; AID 504621; inhibition, % at 9.4 µM;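 active = every replicate shows inhibition above about 80%, whatever the replicate mean, limit read from the data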;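 note: 0% = DMSO neutral controls and 100% = 20 µM radicicol positive controls; yeast relying on Plasmodium falciparum Hsp90 in place of its own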
Tat transport: blocks Tat-dependent protein export in E. coli; E. coli MC4100 TorA-mCherry Tat export, fluorescence; inhibition, % at 10 µM; 0.036% of 340,000 active; AID 488895;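 active = mean replicate inhibition at least 50% and at least half of replicates individually reaching 50%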;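 note: exported cargo escapes ClpAP degradation while cytoplasmic cargo is degraded and loses fluorescence; 0% = median of neutral control wells and 100% = median of NaSCN control wells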
OPRM1-OPRD1 ag: OPRM1-OPRD1 heterodimerization agonism; P35372+P41143; 0.3% of 340,000 active; cells, luminescence; activation, % at 9.3 µM; in the data active = activation above about 18%;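 note: 0% = vehicle-treated cells and 100% = reference agonist; values of inactives mirror those of a sister screen read the other way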
Target sequence (P35372 whole entry, looked up): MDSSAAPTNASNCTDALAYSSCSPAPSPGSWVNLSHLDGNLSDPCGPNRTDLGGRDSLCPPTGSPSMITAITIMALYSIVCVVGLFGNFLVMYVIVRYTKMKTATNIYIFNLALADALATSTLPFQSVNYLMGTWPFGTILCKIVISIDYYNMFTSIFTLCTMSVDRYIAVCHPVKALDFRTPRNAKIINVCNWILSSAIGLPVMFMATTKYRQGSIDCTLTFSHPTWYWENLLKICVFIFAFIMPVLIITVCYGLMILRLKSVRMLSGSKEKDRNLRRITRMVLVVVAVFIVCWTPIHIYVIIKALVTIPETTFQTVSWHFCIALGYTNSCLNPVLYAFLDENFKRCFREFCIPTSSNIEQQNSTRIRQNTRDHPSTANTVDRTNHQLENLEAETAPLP
Target sequence (P41143 whole entry, looked up): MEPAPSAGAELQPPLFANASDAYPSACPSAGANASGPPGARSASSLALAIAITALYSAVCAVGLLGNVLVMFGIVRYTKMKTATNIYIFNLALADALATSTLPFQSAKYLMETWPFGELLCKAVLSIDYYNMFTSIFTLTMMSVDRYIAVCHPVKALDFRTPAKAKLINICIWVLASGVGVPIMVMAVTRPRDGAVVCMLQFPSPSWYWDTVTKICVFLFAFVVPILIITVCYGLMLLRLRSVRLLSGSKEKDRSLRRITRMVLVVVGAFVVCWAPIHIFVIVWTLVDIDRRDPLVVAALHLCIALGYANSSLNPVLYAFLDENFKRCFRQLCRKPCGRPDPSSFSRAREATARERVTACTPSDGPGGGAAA
OPRM1-OPRD1 inv: inverse agonist of human OPRM1-OPRD1 heterodimerization; inhibition, % at 9.3 µM; P35372+P41143; AID 504357; 0.21% of 340,000 active; cell-based MOR-DOR heterodimer luminescence, inverse agonism; in the data active = inhibition above about 22%, passing the limit was not always enough;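 note: 0% = cells with DMSO and 100% = wells without cells with DMSO; values of inactives mirror those of a sister screen read the other way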
AddAB inh: less growth of phage-infected E. coli with AddAB; E. coli expressing H. pylori AddAB, absorbance growth; inhibition, % at 11.9 µM; 0.29% of 330,000 active; in the data active = inhibition above about 12%;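 note: 0% = vehicle wells of infected cells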
Pemphigus Ab inh: human desmoglein-3 autoantibody binding inhibition; P32926; DSG3-coupled beads, scFv-anti-DSG3-GFP binding, flow cytometry; active compounds read low; binding (percent of control), % at 10 µM; 0.48% of 310,000 active; AID 588358;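 active = binding more than 3 SD below its plate's average and above zero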;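 note: hits lower antibody fragment binding to DSG3; some compounds called inactive have numbers as strong as hits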
phage Ecoli inh: E. coli growth loss with phage present; 0.26% of 360,000 active; inhibition, % at 11.9 µM; growth absorbance; in the data active = inhibition above about 11%
Active calls of the source: *; nt = not tested or not shown.

SMILES	SUMO Mot1 rescue	PKA-R1A act	E coli growth	Arr AP2 block	PfHsp90 set2	Tat transport	OPRM1-OPRD1 ag	OPRM1-OPRD1 inv	AddAB inh	Pemphigus Ab inh	phage Ecoli inh
CCC(Sc1ncnc2c1c(-c1ccccc1)cn2-c1ccc(OC)cc1)C(=O)OC (stereo not drawn)	-11	-5	-0.7	-7	-20	-4	0.4	-2	2.1	101	3.0
O=c1[nH]c2ccc(Cl)cc2c(-c2ccccc2)c1N1CCN(CCO)CC1	4	10	-4.5	5	5	-3	2.9	-15	-4.5	nt	-0.1
Nc1c(Cl)cc(C2=NCCn3c2c2ccccc2[n+]3[O-])cc1Cl	0	6	0.9	14	-15	2	-3.4	20	1.1	104	0.6
O=C(NCCS(=O)(=O)NCCc1ccccc1)c1ccccc1	-6	3	-0.2	-10	8	-2	-0.5	3	2.7	126	3.5
O=C(Cn1cnc2c(nnn2-c2ccccc2)c1=O)N1CCCc2ccccc21	7	-9	-3.0	-1	15	-9	-1.2	7	-0.7	87	0.8
CNC(=S)NCCc1cc2c(OC)ccc(OC)c2[nH]c1=O	-8	0	-2.5	1	6	6	-1.8	11	2.3	84	5.9
CC(Oc1ccc2c(-c3ccccc3)cc(=O)oc2c1)C(=O)NCC(O)c1ccccc1 (stereo not drawn)	-7	-10	-1.8	1	24	-4	-1.7	8	1.3	nt	0.5
O=C(C/C=N/OCc1ccccc1F)c1cnc(-c2ccc(Cl)cc2)s1	791	-2	-1.5	-8	8	4	-2.3	10	0.6	103	-0.8
O=C(CSc1nnc(-c2ccccc2O)n1Cc1ccccc1)NNC(=O)c1ccccc1O	-13	-17	14*	9	-2	18	-2.1	11	25*	102	13*
COc1ccc(-c2nc(C#N)c(NCc3ccc(C)cc3)o2)cc1OC	-24	-9	-3.6	-6	6	-5	0.6	-3	-2.5	97	2.7
Cc1nn(CC(=O)Nc2cc(S(=O)(=O)N(C)C)ccc2Cl)c(C)c1[N+](=O)[O-]	-18	-5	-0.1	16	14	-2	0.7	-4	2.5	97	2.2
CN(Cc1ccccc1)S(=O)(=O)c1ccc(NC(=O)c2ccccc2C(=O)O)cc1	-12	-4	-1.9	15	-2	21	-2.0	11	4.1	120	1.6
COCCCNC(=O)C1CCN(c2ncccn2)CC1	-12	2	-2.5	9	-15	-2	-0.8	3	0.0	99	3.2
Clc1ccc2nc3ccccn3c2c1	4	3	0.8	2	-47	3	1.9	-11	-0.2	nt	3.1
Cc1ccc2c(c1)C1CN(C)CCC1N2S(=O)(=O)c1ccccc1F (stereo not drawn)	4	1	0.9	29	-2	0	nt	nt	1.9	nt	6.9
CCN(CC)S(=O)(=O)c1ccc(N2CCN(S(=O)(=O)c3ccccc3C#N)CC2)nc1	-14	-5	-1.6	23	-28	0	-1.3	6	1.6	90	-0.4
CCC(=O)N1CCc2cc(S(=O)(=O)NC(Cc3ccccc3)C(=O)NC3CCCCC3C)ccc21 (stereo not drawn)	436	0	-0.4	-3	-12	-4	-0.9	5	-1.0	105	2.8
COCCCNC(=O)c1ccc(CSCc2ccc(C)cc2)o1	-11	5	0.2	10	-9	-4	-2.1	9	-1.2	94	3.5
Cc1ccc(NC(=O)OCCNC(=O)c2ccncc2)cc1	-25	6	3.9	17	-13	1	-1.6	8	4.4	104	3.7
O=C(Cn1c(=O)n(-c2ccc(F)cc2)c(=O)c2sccc21)c1ccccc1	-8	-10	0.3	14	1	-9	-0.8	5	1.7	94	2.5
CCOC(=O)C1(C)NC(c2ccco2)C2C(=O)N(C)C(=O)C21 (stereo not drawn)	-6	-8	0.1	10	-67	0	-2.9	15	1.9	105	4.4
Cc1c(CN2CCC(C(=O)Nc3ccc(Oc4ccccc4)nc3)CC2)cnn1C	-1	-5	0.9	-1	0	-1	-3.6	19	2.5	80	0.1
CCOc1ccc(N/C=C/C(=O)c2ccc(OC)cc2)cc1	-14	-1	-0.1	-17	-10	6	-1.6	8	0.2	112	2.5
Cc1cc(C)n(S(=O)(=O)Cc2ccccc2)n1	-9	-3	0.2	9	-5	-3	-1.2	6	1.3	105	nt
Cc1sc2ncn(CC(=O)N3CCCCC3)c(=O)c2c1S(=O)(=O)N1CCC(C)CC1	8	7	-1.6	-9	14	-4	0.6	-4	1.3	nt	2.5
SMILES	SUMO Mot1 rescue	PKA-R1A act	E coli growth	Arr AP2 block	PfHsp90 set2	Tat transport	OPRM1-OPRD1 ag	OPRM1-OPRD1 inv	AddAB inh	Pemphigus Ab inh	phage Ecoli inh
Cc1ccc2[nH]c3ccccc3c(=O)c2c1	0	-11	0.3	1	36	-6	2.2	-10	0.8	92	3.8
CCOC(=O)c1sc(=S)n(Cc2ccccc2)c1C	23	-1	0.0	25	-16	0	1.4	-7	0.8	nt	1.4
Cc1cnc(C(=O)N2CCCC(C(=O)c3ccc(C(C)(C)C)cc3)C2)cn1 (stereo not drawn)	-3	-14	1.0	-10	-19	-3	-2.8	14	2.9	104	0.5
CCOc1cc(C(=O)OCC(=O)Nc2ccc(Cl)cn2)ccc1OCC(=O)N1CCOCC1	-22	1	1.2	-9	17	-3	0.3	-2	1.2	94	1.7
Cc1c(C(=O)Nc2nccs2)oc2c(Cl)cccc12	13	9	-0.9	1	nt	-3	6.7	-36	-3.1	99	2.4
COc1ccc(CCNC(=O)COc2ccc(S(=O)(=O)NC3CCCCC3)cc2Cl)cc1	2	7	-1.4	-9	-25	13	13	-79	1.8	100	0.6
Cc1ccccc1-c1nc(CN2CCC(C(=O)NCCCN3CC(C)CC(C)C3)CC2)c(C)o1 (stereo not drawn)	559*	-8	-1.8	-6	nt	26	-1.5	7	-0.9	123	2.7
Cn1c(C(=O)NCc2ccccc2)cc2oc3ccccc3c21	25	-6	-0.9	-1	-75	0	0.3	-2	0.7	99	0.5
CCOC1=CC(=O)N(Cc2ccccc2)C1	6	-2	0.4	-4	3	3	-1.9	9	-1.1	114	0.2
O=C(COC(=O)c1cc[n+]([O-])cc1)Nc1ccc([N+](=O)[O-])cc1Cl	-1	2	0.1	-6	-4	-5	-2.2	12	2.5	103	4.8
COc1ccc([C@H]2CC(=O)C=C(c3ccc(OC)cc3OC)C2)cc1	-17	-11	-0.7	25	-11	4	-4.0	22	2.3	97	2.4
COC(=O)C1=C(C)N=C2SCCC(=O)N2C1c1cc(Br)ccc1OC (stereo not drawn)	-5	-6	-0.2	-1	-7	1	-3.0	16	1.0	114	3.1
O=C(CN1C(=O)NC(Cc2ccccc2)(Cc2ccccc2)C1=O)NCC1CCCCC1	nt	-5	-1.1	-2	nt	4	1.8	-8	0.3	102	5.8
COc1ccc(C2(CNC(=O)c3cc([N+](=O)[O-])cc([N+](=O)[O-])c3)CCCC2)cc1OC	-11	0	-2.1	-10	-21	-1	10	-62	0.9	103	3.7
Cc1ccc(C(=O)CCC(=O)Nc2cccc(C)c2)cc1	114	4	nt	9	-2	-2	2.1	-11	nt	115	4.6
COc1ccc(-c2c(C)nn3c(N)c(C#N)cnc23)cc1OC	0	-3	0.6	1	12	6	-1.0	5	0.8	117	3.4
Cc1ccc(S(=O)(=O)CCC(=O)c2cccc([N+](=O)[O-])c2)cc1	4	3	0.1	43	nt	-19	-2.6	15	1.6	nt	0.7
CCN(CC(=O)NCc1ccc(Cl)cc1)C(=O)CCc1ccccc1O	35	-2	0.1	7	-1	-2	-0.1	1	5.2	104	2.1
Cc1ccc(-c2noc(CCC(=O)Nc3ccccc3C)n2)cc1	-12	-2	-1.0	8	-6	2	2.7	-14	2.5	112	3.7
c1ccc(COc2ccccc2CNc2nn[nH]n2)cc1	12	-8	-0.9	-3	-2	-10	-1.5	8	2.8	86	3.4
CC(C)Oc1ccc(C(=O)NN2C(=O)NC3(CCCCC3)C2=O)cc1	2	-7	-3.0	24	38	3	-6.1	24	-1.6	101	2.7
Cn1ncc([N+](=O)[O-])c1C(=O)Nc1nc2ccccc2n1CCN1CCCCC1	-5	6	0.2	6	-6	-1	nt	nt	1.1	106	2.0
CC1(C)CC(=O)C=C(Nc2ccc(OCC(F)(F)C(F)F)cc2)C1	619	-10	-0.1	2	1	4	-0.9	4	4.8	102	2.9
CCC1CCCCN1C(=O)COC(=O)c1cc2ccccc2cc1O (stereo not drawn)	-2	5	1.3	-4	4	-3	-1.2	7	3.2	97	1.2
Oc1cccc2ccc(/C=C/c3ccccc3Cl)nc12	10	-10	-3.8	-5	100*	0	-1.8	9	-4.9	98	-3.0
SMILES	SUMO Mot1 rescue	PKA-R1A act	E coli growth	Arr AP2 block	PfHsp90 set2	Tat transport	OPRM1-OPRD1 ag	OPRM1-OPRD1 inv	AddAB inh	Pemphigus Ab inh	phage Ecoli inh
C=CCn1c(SCc2c(Cl)cccc2Cl)nnc1-c1cccnc1	-9	-12	0.9	0	-3	-5	-4.4	19	0.0	96	2.7
COc1ccccc1C(=O)C1CCCN(C(=O)C2=CC(=O)CC(C)(C)O2)C1 (stereo not drawn)	-7	7	0.6	-5	-4	-10	-1.0	5	-0.6	107	1.3
Cc1ccc(-n2nc(C)cc2NC(=O)c2ccc(C)s2)cc1	7	-9	-2.2	1	nt	-2	-3.2	17	0.8	104	-13
NC1=NS(=O)(=O)NC1c1ccc(Cl)cc1 (stereo not drawn)	-3	-6	0.3	0	15	2	-2.0	10	0.2	nt	0.3
CC(C)Cn1c(C(C)NC(=O)Cc2ccccc2)nc2ccccc21 (stereo not drawn)	16	-3	-1.9	7	7	6	-0.7	4	-6.2	101	2.8
Cc1ccc(C)c(N2N=C(C(=O)O)CCC2=O)c1	0	-12	-0.5	7	19	-5	-3.5	19	-0.4	106	1.1
